M. tuberculosis GlmU = inhibition of mycobacterial GlmU enzyme – biochemical, glucosamine-1-phosphate acetyltransferase (AID 1376) | M. tuberculosis GlmU acetyltransferase enzyme assay; higher % means a stronger effect | actives 0.25% (n = 220,000) | inhibition, %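 (tested at 30 µM in the primary screen)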, or IC50 in µM where a hit was titrated; in the data active = inhibition above about 13%; inconclusive = no clear call, values can overlap the other calls;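 also: 0% = complete reaction with vehicle and 100% = reaction without substrate; strong numbers were not always called active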
Mtb RmlCD inh = M. tuberculosis RmlC/RmlD inhibition. P9WH09+P9WH11. RmlC+RmlD coupled enzyme assay, percent inhibition; primary screen in compound mixtures. inhibition, % at 3.6 µM. actives 0.03% (n = 160,000). AID 1533; in the data active = inhibition mostly above about 34%, no sharp cut-off; inconclusive = no clear call, values can overlap the other calls; inactive = mostly below about 22%; also: some results filed as inactive read as strong as hits
Target sequence (P9WH09 whole entry, looked up): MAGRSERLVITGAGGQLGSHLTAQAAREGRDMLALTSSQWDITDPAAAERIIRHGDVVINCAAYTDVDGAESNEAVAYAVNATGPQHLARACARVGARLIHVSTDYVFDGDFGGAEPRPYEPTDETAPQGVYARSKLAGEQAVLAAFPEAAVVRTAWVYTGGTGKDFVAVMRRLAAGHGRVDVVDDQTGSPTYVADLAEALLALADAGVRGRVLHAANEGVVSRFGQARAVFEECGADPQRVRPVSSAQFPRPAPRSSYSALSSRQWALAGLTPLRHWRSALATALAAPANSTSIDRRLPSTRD
Target sequence (P9WH11 whole entry, looked up): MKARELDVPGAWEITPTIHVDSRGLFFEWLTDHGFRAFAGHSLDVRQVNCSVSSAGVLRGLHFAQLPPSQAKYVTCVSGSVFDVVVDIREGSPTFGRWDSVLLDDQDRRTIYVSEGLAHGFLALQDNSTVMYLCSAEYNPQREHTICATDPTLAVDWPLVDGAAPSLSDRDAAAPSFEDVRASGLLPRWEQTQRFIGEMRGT
The depositor's hits bear a star; ? = inconclusive; nt = no result given; & = joins results of further samples. Only part of the results is shown; count on the stated rates, not on these rows.

The line under a structure holds: M. tuberculosis GlmU	Mtb RmlCD inh
> O=S(=O)(c1ccc2ccccc2c1)N1CCN(C2Cc3ccccc3C2)CC1
    -4.8%	9.9
> Cc1c(Cl)c([N+](=O)[O-])nn1Cc1ccc(C(=O)N/N=C\c2ccccn2)o1
    7.5%	nt
> Cc1ccc2[nH]c(=O)c(CN(CCc3ccccc3)C(=O)N3CCOCC3)cc2c1
    6.0%	nt
> COc1cc(C(C2=C(O)CC(C)(C)CC2=O)C2C(=O)CC(C)(C)CC2=O)cc(OC)c1OC (centres undefined)
    5.8%	2.9
> COc1ccc(Cc2nc(-c3ccc(Br)cc3)no2)cc1
    -4.8%	nt
> O=C(CSc1nncn1-c1ccccc1)NC1CCCc2ccccc21 (centres undefined)
    -6.1%	nt
> Cc1ccc(-c2nc(C(Cl)Cl)c3ccccc3n2)cc1
    -4.4%	6.0
> CCN(CC)S(=O)(=O)c1cccc(C(=O)NC(Cc2c[nH]c3ccccc23)c2nnc3n2CCCCC3)c1 (centres undefined)
    5.5%	9.9
> S=C(NCC(c1cccnc1)N1CCOCC1)NC1CCCCC1 (centres undefined)
    -2.3%	0.3
> Cc1cc(C(=O)Cn2ncc(Cl)c(Cl)c2=O)c(C)n1CC(F)(F)F
    -4.7%	-4.6
> Cc1cc(C)cc(NC(=O)c2cc(S(=O)(=O)NCc3ccco3)ccc2F)c1
    1.5%	nt
> O=C(NC1CCCCCC1)C1CCN(S(=O)(=O)c2ccccc2)CC1
    -1.0%	14.0
> O=C(O)c1cccc(-n2nnnc2SCc2ccccn2)c1
    -5.5%	-8.1
> COC(=O)c1ccc(C(=O)OC)c(NC(=O)Oc2ccccc2)c1
    2.2%	-5.1
> Clc1ccc(Cl)c(-c2nn3c(COc4ccccc4)nnc3s2)c1
    6.5%	7.8
> CCOC(=O)CNC(=O)C1c2ccccc2C(=O)N(c2ccc(OC)cc2)C1c1ccc(OC)cc1 (centres undefined)
    -1.1%	nt
> COc1ccc(OC)c(-n2cnc3cc(C(=O)O)ccc32)c1
    -1.4%	nt
> O=C(N1CCOCC1)n1cnc2ccccc21
    2.0%	nt
> CCCCCC(=O)C(=O)c1ccc(O)cc1O
    1.2%	3.1
> COc1ccc([N+](=O)[O-])cc1NC(=O)C(C)Sc1nc(-c2ccccc2)cs1 (centres undefined)
    -0.4%	-7.1

Next section:
The line under a structure holds: M. tuberculosis GlmU	Mtb RmlCD inh
> CC1=Nc2ccc(C)cc2/C1=C/c1c(N)n2oc(C)cc2nc1=O
    -4.1%	-13.5&3.0
> Cc1cnn(C2CCN(C)CC2)c1N
    -0.7%	5.4
> COC(=O)c1ccc(C2Nc3ccc(/C(C)=N/NC(=O)C(OC)c4ccccc4)cc3C3C=CCC32)cc1 (centres undefined)
    -4.5%	-3.4
> O=C1c2ccccc2C(=O)C12Cc1ccccc1N1CCN(c3ccccc3)CC12 (centres undefined)
    -1.9%	-1.4
> CCNC(=O)c1cc(S(=O)(=O)N(C)C)c(Cl)cc1Cl
    1.4%	4.1
> Cn1c(O)c(C=NCCN2CCNCC2)c(=O)[nH]c1=O
    5.5%	2.5
> Cn1cc(C(=O)Nc2ccc3c(c2)CCC3)cn1
    2.3%	nt
> COc1ccc(C(C)=O)cc1COC(=O)CCCN1C(=O)c2ccccc2C1=O
    -3.0%	-8.1
> C=CCOc1ccccc1CN1CCCC(CCC(=O)N(C)CCc2ccccn2)C1 (centres undefined)
    -3.9%	nt
> COc1ccccc1NC(=O)CNS(=O)(=O)c1ccccc1
    -0.7%	-6.0
> Cc1cc(C)nc(N(C#N)CC(=O)N2CCC(C(N)=O)CC2)n1
    -6.5%	nt
> COc1ccccc1N1CCN(CC(=O)Nc2ccc(Cl)c(C(F)(F)F)c2)CC1
    -1.1%	13.6
> Clc1ccc(Cc2noc(CN3CCN(c4ccccc4)CC3)n2)c(Cl)c1
    2.9%	nt
> Cn1c(CCc2nc3ccccc3[nH]2)nnc1SCC#N
    0.2%	2.9
> COC(=O)c1c(C)oc(C)c1S(=O)(=O)N(C)C1CCCCC1
    -2.1%	6.0
> CCN(CC)S(=O)(=O)c1ccc(-c2nnc(SCC(=O)Nc3nnc(C)s3)n2CC)cc1
    4.1%	-7.2
> O=c1c2ccccc2ncn1-c1ccc(Cl)c(Cl)c1
    -2.4%	-11.3
> COC(=O)c1ccc(Cl)cc1N(Cc1c(F)cccc1Cl)S(C)(=O)=O
    -0.5%	5.4
> Cc1ccc2c(c1)/C(=N/OS(=O)(=O)c1ccccc1)CCS2
    3.6%	nt
> CCNc1nc(CN2CCCCC2)nc2scc(-c3ccccc3)c12
    -6.0%	4.6

(continued)
The line under a structure holds: M. tuberculosis GlmU	Mtb RmlCD inh
> COCCN(C(=O)Nc1ccccc1)c1ccccc1
    0.3%	-2.1
> COc1ccc(CCC(=O)N2CC(C)OC(C)C2)cc1 (centres undefined)
    4.2%	nt
> O=C1NC[C@H](Cc2ccccc2)N(CCc2cccc(F)c2)C1=O
    1.4%	6.3
> CN1CCc2nc(NC(=O)COc3ccc(C#N)cc3)sc2C1
    -5.3%	-0.9
> Cc1ccc(NC(=O)COC(=O)CNC(=O)c2ccco2)cc1
    2.1%	1.1
> NCCCCCc1nnc(SCc2ccccc2Cl)o1
    4.9%	5.8
> Cc1cc(S(=O)(=O)Nc2ccc3c(c2)n(C)c(=O)n3C)ccc1F
    4.1%	1.3
> CN(C)C(=O)N1CCC(C(=O)NCc2ccc(F)cc2Cl)CC1
    -6.1%	12.1
> Cc1cc(C)c(C(=O)CSc2nnc(C)s2)c(C)c1
    1.3%	-8.3
> COc1ccccc1C(=O)Nc1ccc(C)cc1C(=O)c1ccccc1
    -0.8%	-15.0
> O=C(CSc1ncnc2c1cnn2-c1ccccc1Cl)N1CCN(C(=O)c2ccco2)CC1
    0.2%	4.4
> O=C(OC1CCOC1=O)c1cccc(S(=O)(=O)Nc2cccc(Cl)c2)c1 (centres undefined)
    0.5%	7.2
> CSc1ccccc1C(=O)NCCc1ccc(S(=O)(=O)N2CCCCC2)cc1
    4.2%	107.9
> CCN1CCN(Cc2cc(=O)oc3cc(C)cc(C)c23)CC1
    3.1%	nt
> CCOC(=O)c1cnc2c(-c3ccccc3)c(C)nn2c1N
    0.8%	7.8
> COCCNC(=O)c1c(N)sc2c1CCCC2
    -2.0%	-6.3
> COc1ccc(Cn2nnnc2CN(CCCN2CCOCC2)Cc2cc3cc(OC)ccc3[nH]c2=O)cc1
    -4.6%	-10.8
> COc1ccc(S(=O)(=O)Cc2ccccc2)cc1N
    3.2%	nt
> Cc1cccc(OCC2=N/C(=C\N(C)C)C(=O)O2)c1
    4.7%	8.3
> CCOC(=O)NC1(Nc2ccc(C)cc2)Oc2ccccc2O1
    2.6%	4.4

(list continues)
The line under a structure holds: M. tuberculosis GlmU	Mtb RmlCD inh
> O=C1NC(=O)/C(=C\c2ccccc2Oc2ccc(F)c(F)c2)S1
    -1.9%	-9.0
> Cc1ccnc(NC(=S)NC(=O)/C=C/c2ccc(Cl)cc2)c1
    -5.0%	6.1
> CCOc1ccc(-n2c(SCC(=O)Nc3nccs3)nc3c(c2=O)SCC3)cc1
    0.0%	5.9
> CCOCCCNC(=O)C(C)NS(=O)(=O)c1ccc(C)cc1 (centres undefined)
    3.1%	-7.5
> CS(=O)(=O)N(CC(=O)N1CCCCCC1)c1cccc(Br)c1
    5.4%	nt
> Cc1cccn2c(=O)c(/C=C(\C#N)C(=O)NC3CCS(=O)(=O)C3)c(N3CCC(C)CC3)nc12 (centres undefined)
    -1.6%	nt
> CC1Cc2ccccc2N1C(=O)c1ccc(N2CCCCC2)c([N+](=O)[O-])c1 (centres undefined)
    -4.6%	6.6
> CC(=O)c1c(COC(=O)c2cccnc2)nc2ccccc2[n+]1[O-]
    6.4%	8.4
> CSc1ccc(-c2cc(=O)c3ccccc3o2)cc1
    0.1%	nt
> COc1ccc(NC(=O)CN2CCC(C(N)=O)(N3CCCCC3)CC2)cc1
    -1.8%	-10.7
> S=C(Nc1ccccc1)Nc1nccs1
    2.4%	nt
> O=C(CCC(=O)N(Cc1ccco1)C(C(=O)NC1CCCC1)c1ccncc1)Nc1cccnc1 (centres undefined)
    1.5%	5.4
> O=C(O)C1C2CCC(C2)C1C(=O)NCc1ccco1 (centres undefined)
    0.6%	nt
> CCc1nnc(NC(=O)CCC(=O)O)s1
    -4.4%	-6.7
> CNc1c([N+](=O)[O-])cnn1-c1ccccn1
    -1.3%	13.4
> COc1cc(/C=C2\SC(=S)N(NS(=O)(=O)c3ccc(C)cc3)C2=O)ccc1O
    1.7%	-10.0
> O=C(Cn1cnc2c(nnn2Cc2ccccc2)c1=O)NCc1ccco1
    1.6%	-5.6
> CCn1c(SCC(=O)Nc2ccc(OC)c(OC)c2)nnc1-c1ccco1
    3.5%	26.4
> O=C(N/C(C(=O)N1CCOCC1)=C(\Sc1ncccn1)c1ccccc1)c1ccccc1
    2.6%	3.4
> CN(Cc1ccccc1)S(=O)(=O)c1ccccc1[N+](=O)[O-]
    4.9%	nt

New compounds follow.
SMILES	M. tuberculosis GlmU	Mtb RmlCD inh
COc1cc(/C=C/C2=CC(C)(C)NC(=S)N2)cc(OC)c1OC	4.4%	8.3
CC(=O)Nc1nc(=S)n(-c2ccccc2)[nH]1	-2.5%	-11.7
CSc1nc2ccccc2c(=O)n1-c1cccnc1	2.4%	8.1
CN1CCc2c(sc(/N=C/c3c[nH]c4ccccc34)c2C(N)=O)C1	-1.2%	33.5
COc1ncnc2c1oc1nc(C(C)C)c3c(c12)CC(C)(C)OC3	-2.0%	-6.0
O=C(O)/C=C/C(=O)Nc1cccnc1	-8.3%	?
NC(=O)CN1C(=O)/C(=c2\sc3nc(=O)c(Cc4ccccc4)nn3c2=O)c2ccccc21	3.2%	-9.7
CN(C)c1nc(Nc2ccccc2)nc(Oc2ccc(=O)[nH]n2)n1	6.5%	-4.5
O=C(Cc1ccccc1)Nc1c2c(nn1-c1cccc(Cl)c1)CS(=O)(=O)C2	-4.8%	10.1
O=C(NCc1cccnc1)Nc1cccc(NC(=O)NCc2cccnc2)c1F	-2.7%	11.1
O=C(COC(=O)c1ccccc1)NCCC1=CCCCC1	2.3%	6.7
O=C1CN(C(=O)COC(=O)Cc2ccsc2)c2ccccc2N1	3.4%	5.4
Cc1ccsc1-c1nc(CSCC(=O)NCc2ccc3c(c2)OCO3)c(C)o1	nt	32.0
O=C1CSC(c2ccccc2)N1c1cccnc1 (centres undefined)	-2.0%	-4.3
O=C(O)C1CC=CCC1C(=O)Nc1ccccc1C(=O)N1CCN(c2ccc(F)cc2)CC1 (centres undefined)	-3.2%	nt
O=C(NCCNC(=O)C1CC2CCC1C2)C1CC2CCC1C2 (centres undefined)	4.7%	nt
COC(=O)C1=C(C)NC(=O)CC1c1ccccc1 (centres undefined)	-3.7%	nt
CN(C)NC(=S)NC(=O)C12CC3CC(CC(C3)C1)C2	2.0%	8.8
Cc1nc(NC(=O)c2ccccc2)sc1-c1csc(NCc2ccco2)n1	4.5%	nt
Nc1ccc(Cc2ccc(N)c(O)c2)cc1O	13.4%*	-0.2
O=c1ccnc(SCn2nnc3ccccc3c2=O)[nH]1	-7.1%	7.6
O=c1[nH]c(SCc2ccc(F)cc2)nc2c1cnn2-c1ccc(F)cc1	8.1%	nt
CCOC(=O)C1CCN(Cc2nc3ccccc3c(=O)n2-c2ccc(F)cc2)CC1	nt	3.8
CCCCCCN1C(=O)C(O)=C(C(C)=O)C1c1ccc(Cl)cc1 (centres undefined)	4.7%	-4.2
O=C(c1ccccc1)c1ccc(CN2C(=O)c3ccccc3C2=O)o1	2.9%	0.6
Nc1nc(SCc2ccc(F)cc2)ns1	-3.0%	30.8
Cc1ccc(-c2nnn(CC(=O)NCC3COCCO3)n2)o1 (centres undefined)	0.3%	nt
CN(C)S(=O)(=O)c1ccc(C(=O)Oc2ccccc2)cc1	0.9%	1.2
OC(CNCCNc1ncccc1C(F)(F)F)COc1ccc(F)cc1 (centres undefined)	-4.1%	-4.0
O=C1NCCN(Cc2c(F)cccc2Cl)C1CC(=O)N1CCCO1 (centres undefined)	1.2%	56.2
O=C(CP(=O)(CO)CO)c1ccc(Cl)cc1	-0.5%	21.4
COC(=O)[C@H]1C[C@@H]1[C@H](NS(=O)(=O)c1ccccc1)c1ccccc1	-3.4%	nt

Screening data from PubChem.
